TR-FRET SRC-2 ct – flags TR-FRET format artefacts in PPARgamma SRC-2 recruitment agonist screen. 0.4% of 200,000 active. TR-FRET artefact counter-screen; hits give high values. TR-FRET ratio at 8 µM; in the data active = TR-FRET ratio above about 2000; note: inactives centre near 1500; reference of the scale not given here
ROMK primary – modulates human ROMK potassium channel activity; P48048; Tet-inducible ROMK, thallium flux fluorescence; actives lie on both sides; B-score at 10 µM; 2% of 130,000 active;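 active = signal ratio slope over the read window, or its plate-corrected B-score, at least 3 SD from the plate mean, either direction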;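 note: B-score of the F/F0 ratio slope over 7 to 12 s after thallium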
Target sequence (P48048 whole entry, looked up): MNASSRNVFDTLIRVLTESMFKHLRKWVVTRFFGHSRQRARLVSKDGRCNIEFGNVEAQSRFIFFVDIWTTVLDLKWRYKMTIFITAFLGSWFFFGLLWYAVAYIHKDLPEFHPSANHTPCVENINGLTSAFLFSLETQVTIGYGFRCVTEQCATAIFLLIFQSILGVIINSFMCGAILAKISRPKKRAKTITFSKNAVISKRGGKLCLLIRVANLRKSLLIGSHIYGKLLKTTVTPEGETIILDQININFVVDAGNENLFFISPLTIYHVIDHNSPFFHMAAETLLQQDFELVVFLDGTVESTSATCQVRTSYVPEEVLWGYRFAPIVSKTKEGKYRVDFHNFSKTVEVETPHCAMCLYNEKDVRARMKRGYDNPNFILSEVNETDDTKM
PPARg SRC-2 ag – promotes SRC-2 coactivator recruitment by human PPARgamma; 0.34% of 200,000 active; PPARgamma LBD-SRC-2 recruitment, biochemical; AID 1032; activation, % at 8 µM; in the data active = activation above about 22%;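 note: 0% = vehicle and 100% = reference agonist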
Target sequence (P37231 whole entry, looked up, the tested form may be a part): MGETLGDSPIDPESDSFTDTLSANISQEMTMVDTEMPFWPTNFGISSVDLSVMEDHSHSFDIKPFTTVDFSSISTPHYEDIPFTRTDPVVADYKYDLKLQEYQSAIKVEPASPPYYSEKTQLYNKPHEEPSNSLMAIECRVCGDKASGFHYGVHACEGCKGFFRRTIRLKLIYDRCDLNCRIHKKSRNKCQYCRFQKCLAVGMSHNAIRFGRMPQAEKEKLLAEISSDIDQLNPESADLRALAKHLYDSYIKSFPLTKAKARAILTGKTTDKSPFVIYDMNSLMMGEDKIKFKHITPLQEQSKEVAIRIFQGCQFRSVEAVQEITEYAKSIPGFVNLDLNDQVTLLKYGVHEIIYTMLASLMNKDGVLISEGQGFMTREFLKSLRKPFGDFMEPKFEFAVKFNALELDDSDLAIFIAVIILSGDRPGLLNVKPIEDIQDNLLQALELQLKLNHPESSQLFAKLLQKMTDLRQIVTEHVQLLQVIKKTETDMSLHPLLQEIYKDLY
PPARg SRC-1 ag – promotes SRC-1 coactivator recruitment by human PPARgamma; P37231; PPARgamma-SRC-1 coactivator recruitment biochemical assay; activation, % at 8 µM; 0.41% of 200,000 active; AID 631; in the data active = activation above about 19%;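 note: 0% = DMSO and 100% = reference agonist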
S1P3 antagonist – blocks the human S1P3 receptor. CHO S1P3 NFAT-BLA reporter, FRET fluorescence, antagonist mode. inhibition, % at 4.98 µM. 0.27% of 170,000 active;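 active = inhibition above the plate cutoff, the mean inhibition of test wells on that plate plus 3 SD, cut at about 28% in these data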;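 note: cells challenged with S1P at its EC80 of 0.8 µM; blue over green emission ratio from cleaved BLA substrate after 4 h stimulation; 0% = S1P-stimulated wells and 100% = unstimulated DMSO-only wells; some compounds past the cut are filed as inactive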
PPARg SRC3 recr – promotes SRC-3 coactivator recruitment by human PPARgamma; P37231; biochemical PPARgamma/SRC-3 coactivator recruitment assay; activation, % at 8 µM; 0.26% of 200,000 active; in the data active = activation above about 23%;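 note: 0% = DMSO and 100% = reference agonist; some compounds past the cut are filed as inactive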
bIAP inhibitor – blocks bovine intestinal alkaline phosphatase activity. purified bovine IAP, CDP-star luminescence, 30 min. inhibition, % at 20 µM. 190,000 tested, under 10 active;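 active = over 50% inhibition of intestinal alkaline phosphatase at 20 µM in the single-dose screen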
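System: Purified bovine intestinal alkaline phosphatase (IAP) enzyme | Input: IAP diluted 1/65,000,000 in the well | Also added: CDP-star chemiluminescent phosphatase substrate, 30 µM final | Dosing: 20 µM single dose | Times: Enzyme reaction for 30 min at room temperature | Detection: Luminescence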
L major viab – Leishmania major promastigote growth inhibition. Leishmania major promastigotes, resazurin fluorescence viability. inhibition, % at 10 µM. 9% of 200,000 active; in the data active = inhibition above about 50%;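 note: promastigotes grown with compound for 44 hours at 28 °C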
bIAP activator – intestinal alkaline phosphatase (bovine) activation; 0.17% of 200,000 active; AID 1016; activation factor at 20 µM; purified bovine IAP, CDP-star luminescence, 30 min; hits give high values; fold of DMSO-control signal, blank-subtracted;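 active = activation factor of 2 or more at 20 µM, a signal rise over negative controls twice the positive control's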
TLR4-MyD88 BLA – TLR4-MyD88 interaction inhibition in cells; inhibition, % at 8.4 µM; 0.18% of 200,000 active; AID 861; HeLa CL3-4 TLR4/MyD88 BLA complementation, FRET ratio; in the data active = inhibition above about 25%;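 note: 0% = vehicle and 100% = reference inhibitor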
DTT redox prof – compounds producing H2O2 with reducing agent – biochemical, NIH compound library profiling, artefact control for MLSCN library redox annotation, primary screen | 0.03% of 200,000 active | activation, % at 10 µM | DTT-dependent redox cycling H2O2, phenol red/HRP absorbance; 100% = 100 µM peroxide control, 0% = buffer;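 active = activation of at least 50% relative to the plate's high and low controls in the primary single-dose screen; inactive = activation below 50%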;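 note: compound incubated with DTT at 0.8 mM final as the reducing agent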
* marks the source's active call; other numbers are inactive results; nt = no result given. Not a hit list. About 11% of those tested had a hit in this group.

Each structure is followed by: TR-FRET SRC-2 ct	ROMK primary	PPARg SRC-2 ag	PPARg SRC-1 ag	S1P3 antagonist	PPARg SRC3 recr	bIAP inhibitor	L major viab	bIAP activator	TLR4-MyD88 BLA	DTT redox prof
COC(=O)C1=C(C)NC(C)=C(C(=O)OC)C1c1ccccc1OCc1c(C)no[n+]1[O-]
    1595	nt	15.4	0.4	2.4	-0.1	-9.7	37.0	1.1	-5.8	1.1
CCOC(=O)C(NC(C)=O)(N1CCc2ccccc2C1)C(F)(F)F (stereo not given)
    1846	0.141	9.8	7.2	-29.6	3.0	-4.8	-1.3	1	7.8	2.1
Cc1ccnc2nc(C(=O)Nc3nccs3)nn12
    1432	-0.65	0.6	-12.4	nt	-8.3	-10.4	5.3	1.1	7.4	-1.2
CC1CCCCC12NC(=O)N(CC(=O)Nc1ccccc1-c1ccccc1)C2=O (stereo not given)
    1443	nt	-5.9	0.7	-13.6	-3.8	-7.4	7.2	1.1	0.8	-0.1
O=C(CCC1CCCCC1)NCCN1C2=NC[C@@H](Cc3ccccc3)N2C[C@H]1Cc1ccc(O)cc1
    1641	nt	4.0	4.6	8.1	4.4	22.9	-3.1	0.8	0.3	-0.2
N#Cc1c2n(c3c(=S)nc[nH]c13)CCCCC2
    1468	nt	-2.0	-1.9	nt	1.2	9.7	-2.0	0.9	7.4	0.1
COc1ccc(S(=O)(=O)Nc2ccc(C(F)(F)F)cc2)cc1OC
    1478	nt	-0.6	3.9	8.4	-1.8	5.1	-0.5	0.9	-13.2	-0.6
Cc1ccc(Oc2ccccc2/C=N/O)cc1
    1541	nt	-3.7	-0.2	nt	0.3	nt	-0.5	0.4	-9.5	2.3
O=C(NC1CCCC1)C(c1cccnc1)N(C(=O)c1csnn1)C1CCCC1 (stereo not given)
    1785	0.172	14.4	0.8	nt	12.8	4.4	-2.8	1	-11.4	-0.5
CC(C)(C)C(=O)N1CCC[C@@]1(CO)C(=O)O
    1552	nt	8.4	5.0	3.5	2.6	1.9	-3.8	1	3.1	-0.3
O=C(Cc1cccc2ccccc12)N/N=C/c1ccc(OC(=O)/C=C/c2ccco2)cc1
    1675	nt	9.5	3.2	nt	7.3	6.9	1.2	0.9	-1.4	0.6
Cc1ccc(CC(=O)NCc2ccc(Cl)cc2)cc1
    1434	1.68	-2.9	-2.8	0.1	3.7	-1.8	-2.1	1	-13.8	-2.0
CCOC(=O)c1c(NC(=O)COC(=O)c2ccncc2)sc(C)c1C
    1776	-0.431	4.7	11.4	-2.8	4.0	-6.4	-8.3	1.1	0.3	-0.5
CCSc1ccc2cc(OC)ccc2[n+]1CC
    1584	0.522	-7.5	5.7	-16.5	-4.5	10.5	83.7*	0.9	1.0	0.3
CCOC(=O)C(=O)c1c(-c2ccc(C)cc2)nc2ccccn12
    1708	-0.015	-2.4	6.5	-4.6	4.9	2.4	28.4	1	-21.7	-0.5
CC(C)(C)NC(=O)Nc1ccc(Br)cc1
    1550	-1.18	10.1	-5.5	-9.3	2.8	6.5	16.9	0.9	3.0	-1.7
CCOC(=O)N1CCN(C(=O)CCC2CCCC2)CC1
    1440	0.23	-1.1	-0.9	-16.2	2.1	-5.6	-6.7	1.1	-6.1	-0.4
CCC(=O)N1C(C(=O)O)CSC1c1ccc(OC)cc1 (stereo not given)
    1468	nt	13.0	-3.9	3.3	12.4	5.9	-6.5	0.9	1.4	-0.7
COc1cc(C(=O)N2CC(C)OC(C)C2)c([N+](=O)[O-])cc1OC (stereo not given)
    1709	nt	8.4	11.1	nt	15.8	13.8	-3.1	0.9	-2.5	2.7
CC(C)n1nc(C(=O)Nc2nnc(SCc3c(Cl)cccc3Cl)s2)c2ccccc2c1=O
    1552	0.0542	7.9	-0.3	nt	14.3	-4.1	0.4	1	-1.5	0.0
Oc1ccc(NCc2ccccc2OCc2ccccc2)cc1
    2166*	-0.746	28.8*	-9.9	-4.5	9.4	-0.2	32.2	1	3.6	-0.4
CCN(c1ccccc1)S(=O)(=O)c1ccc(OC)c(NC(=O)CNCCc2ccccc2)c1
    1594	-6.63*	-0.4	-3.4	3.0	-0.1	15.6	52.0*	0.8	-2.0	-0.7
CCCn1nc2cc(C(=O)NCC34CC5CC(CC(C5)C3)C4)ccc2c1OCC
    1440	-2.41	1.5	-4.9	nt	-0.9	1.1	21.3	1	3.3	-5.7
CCOC(=O)COc1cc(N)c(Cl)cc1Cl
    1352	-0.123	-8.7	-6.3	-15.3	-0.2	-2.3	14.5	1	-4.7	0.3
Cc1ccc(N2C(=O)CSCC2=O)cc1
    1649	0.575	3.9	-0.8	nt	-8.5	4.7	3.3	1	6.8	-0.1
O=C(Nc1ccccc1)N(Cc1ccccc1)C1=NCCS1
    1557	nt	-2.3	-1.2	nt	-11.1	7.9	-0.9	0.9	6.7	1.8
CCOC(=O)c1ccccc1NC(=O)CSc1nnnn1C1CCCCC1
    1307	-1.25	-4.2	-6.8	-0.9	-0.2	11.7	7.6	0.9	18.9	0.0
Cc1ccc(S(=O)(=O)C2(C(=O)N3CCN(C4CCCCC4)CC3)CC2)cc1
    1580	nt	9.7	6.1	-0.9	11.3	18.5	75.9*	0.8	-3.2	2.1
O=C(CSc1nnc(-c2ccccc2)n1C1CCCCC1)Nc1ccc(S(=O)(=O)Nc2ccccn2)cc1
    1656	nt	6.2	5.7	nt	-6.8	-7.6	-5.0	1.1	0.4	-3.8
COc1ccc(C2SCCN2S(=O)(=O)c2ccccc2)cc1OC (stereo not given)
    1467	1.21	-10.7	-2.5	-3.6	-12.8	-3.7	22.3	1	0.0	-0.1
O=[N+]([O-])c1ccc(/C=N/NC2=NS(=O)(=O)c3ccccc32)cc1
    1552	0.286	-3.5	-1.2	-9.4	-0.5	-13.2	1.1	1.1	1.4	0.3
Cc1ccc([N+](=O)[O-])cc1S(=O)(=O)Nc1ccccn1
    1519	0.867	7.1	4.8	-13.9	-1.7	-0.9	-2.3	1	-11.6	-0.6
CCn1c(C)c(C(C)=O)c(N2CCN(C(=O)c3ccco3)CC2)nc1=S
    1590	nt	5.2	2.5	20.7	-5.3	2.0	-7.7	1	5.9	3.1
CC1CCc2nn(CC(=O)NCc3ccc4c(c3)OCO4)cc2C1 (stereo not given)
    1703	nt	0.8	11.5	8.4	5.2	7.0	-7.2	0.9	-30.8	-0.1
COc1cc2c(C)nc3onc(-c4ccccc4)c3c2cc1OC
    1380	nt	-1.7	-5.3	7.7	-7.3	5.1	19.9	0.9	4.8	0.3
CC1CCc2cc(F)ccc2N1C(=O)CSc1nnc2c3ccccc3n(C)c2n1 (stereo not given)
    1442	-2.25	-0.1	-2.0	nt	3.4	2.0	44.6	1	0.1	-0.3
COc1ccc(-c2nc(SC(CC(=O)NCc3ccccc3)c3ccc(OC)c(OC)c3)n[nH]2)cc1 (stereo not given)
    1611	nt	1.6	11.9	-5.9	-3.8	-3.9	-8.8	1	-7.7	-0.1
COc1ccc(-n2c(C)cc(C(=O)CSc3nnc(-c4ccoc4C)n3C)c2C)cc1
    1556	-1.1	5.1	11.7	-15.8	8.1	11.6	24.2	0.9	0.1	-3.2
O=C(O)Cc1c[nH]c2cccc(O)c12
    1801	nt	11.5	12.2	-2.6	4.0	-15.3	-8.5	1.2	9.0	-0.3
O=C(/C=C/c1ccco1)NCc1ccc2c(c1)OCO2
    1541	-0.906	8.8	3.0	1.4	0.5	3.8	1.2	1	3.0	-0.7

Structural class: those above with a tert-butyl group
Each structure is followed by: TR-FRET SRC-2 ct	ROMK primary	PPARg SRC-2 ag	PPARg SRC-1 ag	S1P3 antagonist	PPARg SRC3 recr	bIAP inhibitor	L major viab	bIAP activator	TLR4-MyD88 BLA	DTT redox prof
CC(C)(C)C(=O)N1CCC[C@@]1(CO)C(=O)O
    1552	nt	8.4	5.0	3.5	2.6	1.9	-3.8	1	3.1	-0.3
CC(C)(C)NC(=O)Nc1ccc(Br)cc1
    1550	-1.18	10.1	-5.5	-9.3	2.8	6.5	16.9	0.9	3.0	-1.7

(further entries)
Each structure is followed by: TR-FRET SRC-2 ct	ROMK primary	PPARg SRC-2 ag	PPARg SRC-1 ag	S1P3 antagonist	PPARg SRC3 recr	bIAP inhibitor	L major viab	bIAP activator	TLR4-MyD88 BLA	DTT redox prof
CC(=O)N1CCN(c2ccc(S(C)(=O)=O)cc2[N+](=O)[O-])CC1
    1726	0.363	5.3	6.5	-22.9	1.9	-0.7	-9.3	1	1.4	-0.2
CC(=O)N1N=C(c2ccco2)CC1c1ccc(C)cc1 (stereo not given)
    1431	nt	-0.2	0.9	-1.4	1.9	9.8	2.4	0.9	3.5	0.3
COc1ccc(CCNC(=O)Cn2cc(C(F)(F)F)cc(Cl)c2=O)cc1
    1611	-0.237	10.5	8.1	-25.8	4.1	18.2	-7.2	0.8	-6.8	-0.7
CCCn1c(C)cc(C(=O)COC(=O)c2cc(S(=O)(=O)NCC(C)C)c(Cl)cc2Cl)c1C
    1262	0.241	1.2	-1.6	nt	11.4	4.4	25.1	1	-8.8	0.3
Cc1cc(C)c(C#N)c(Nc2ccc3c(c2)OCCO3)n1
    1547	nt	-0.5	3.8	-10.6	8.9	-8.8	-3.0	1.1	-18.5	-3.3
COc1cc(Br)cc2cc(C(=O)N3CCN(C(=O)c4ccco4)CC3)c(=O)oc12
    1692	nt	5.9	4.3	-47.6	-9.6	0.9	-3.3	1	1.5	-1.6
Cc1cc2c(=O)n(Cc3ccco3)c(SCC(=O)c3ccc(Cl)s3)nc2s1
    1529	nt	6.3	0.2	-31.9	-0.2	10.0	33.3	0.9	-15.3	3.4
O=C(C1CC1)N1CCc2cc(Br)cc(S(=O)(=O)N3CCCCCC3)c21
    1577	-1.17	0.1	-2.2	nt	1.7	-11.9	10.2	1.1	0.4	-0.6
COc1ccc(-n2c(Cn3c(=O)sc4ccccc43)nnc2SCC(=O)N2CCCC2)cc1
    1306	nt	-0.1	-1.6	12.8	-5.7	0.5	-4.9	1	11.6	-1.0
COc1ccc(-n2c(SCc3ccc([N+](=O)[O-])cc3)nnc2-c2ccc(C)cc2)cc1
    1780	nt	7.8	10.7	-15.3	3.2	11.9	16.0	0.9	-1.4	0.6
Fc1ccccc1COc1ccc(/C=N/NC(=S)NCc2ccccc2)cc1
    1569	nt	6.3	5.8	nt	4.1	25.9	-0.7	0.7	2.0	8.1
O=C1NC(=Nc2ccc(O)cc2)S/C1=C/c1ccco1
    1575	-0.0221	4.9	6.3	4.4	4.5	4.3	6.5	1	6.9	-1.1
O=C(Nc1ccc2c(c1)OCO2)c1cccc(F)c1
    1374	nt	-2.9	7.5	7.8	3.2	17.2	-1.1	0.8	-14.8	3.0
Cc1cc(C)nc(NNC2=CC(=[N+]3CCCC3)CCC2)n1
    1561	nt	3.6	-1.3	7.1	-1.6	8.3	-9.2	0.9	11.4	0.1
Cc1cccc(N2CCN(Cc3ccoc3)CC2)c1C
    1269	0.389	-0.8	-4.4	nt	-16.1	6.4	4.1	0.9	9.7	0.1
C[C@H](NC(=O)c1ccco1)C(=O)Nc1cccc([N+](=O)[O-])c1
    1725	0.446	4.2	4.2	-8.4	6.6	5.7	-7.2	0.9	-0.6	-0.3
